Shn3 inh set2 – reduces Shn3 3'UTR luciferase signal in osteoblasts. inhibition, % at 12.5 µM. 360,000 tested, 0.52% active. AID 588674. Clone20 osteoblast Shn3 3'UTR firefly luciferase, 24 h;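 active = mean inhibition of at least 75% with every replicate also reaching 75%; inconclusive = mean inhibition at least 75% but some replicate below; inactive = mean inhibition below 75%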;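 also: 0% = median of neutral control wells and 100% = pilot-screen positive control compound; some compounds past the cut are filed as inactive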
NR2E3 ag-1 – NR2E3 (human) agonism | AID 2300 | GST-NR2E3/biotin-RetCOR TR-FRET, 1536-well | inhibition of corepressor binding, % at 4.78 µM | 320,000 tested, 0.12% active | Q9Y5X4;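 active = percent inhibition above the cutoff of mean plus 3 SD of all tested compounds, set per screening campaign, cut at about 20% in these data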;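 also: 0% = DMSO wells and 100% = biotin wells as full block of FRET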
Target sequence (Q9Y5X4 whole entry, looked up): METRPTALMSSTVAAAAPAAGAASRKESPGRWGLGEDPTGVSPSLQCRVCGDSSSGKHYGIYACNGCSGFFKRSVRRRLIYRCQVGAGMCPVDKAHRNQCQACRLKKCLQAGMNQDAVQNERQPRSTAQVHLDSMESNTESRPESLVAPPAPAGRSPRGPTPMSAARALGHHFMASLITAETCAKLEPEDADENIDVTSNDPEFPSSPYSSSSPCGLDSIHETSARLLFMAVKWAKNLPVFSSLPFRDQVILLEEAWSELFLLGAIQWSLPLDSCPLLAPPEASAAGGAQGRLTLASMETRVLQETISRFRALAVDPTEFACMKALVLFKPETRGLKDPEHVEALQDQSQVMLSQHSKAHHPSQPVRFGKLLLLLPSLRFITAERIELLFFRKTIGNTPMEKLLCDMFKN
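Material: NR2E3–RetCOR corepressor complex | Quantity: 1.35 nM GST-tagged NR2E3 final | Schedule: 5 h at 4 °C | Replication: Singlicate compound wells | Reagent: RetCOR corepressor, biotinylated, 7 nM | Controls: Biotin wells as high control, 0.6% DMSO wells as low control | Signal: TR-FRET, Eu(K)-anti-GST donor, streptavidin-D2 acceptor, ex 340, em 617/671 nm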
HIF-2a block – inhibitors of HIF-2a; 360,000 tested, 0.72% active; 786-0 RCC cells HIF-2a reporter, luciferase luminescence, overnight; inhibition, % at 18.8 µM; AID 624352;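 active = inhibition of the luminescence signal of 40% or more relative to plate controls, in a single-dose primary screen at 18.75 µM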
CF NFkB inh – inhibitors of cystic fibrosis induced NF-kB. KKLEB NF-kB-GFP reporter, PAF-induced, GFP fluorescence overnight. inhibition, % at 5 µM. 360,000 tested, 0.86% active;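 active = at least 50% inhibition at 5 µM, scaled per plate between neutral and stimulator controls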;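 also: PAF is a Pseudomonas aeruginosa culture filtrate used as stimulus; plate controls were PAF-stimulated DMSO wells for no effect and unstimulated DMSO wells for full effect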
TRAIL sens C8 – sensitizes caspase-8 expressing cells to TRAIL; inhibition (viability loss, TRAIL sensitization), % at 10 µM; 360,000 tested, 1% active; NB7+C8 cells + TRAIL, ATPlite viability luminescence; AID 624354;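 active = compounds causing at least 50% loss of cell viability in the single-dose screen, relative to plate controls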
TRPM1 prom inh – reduces MITF-dependent TRPM1 promoter luciferase signal; SK-MEL-5 TRPM1 promoter luciferase, 24 h; inhibition, % at 12.5 µM; 330,000 tested, 0.83% active;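 active = mean inhibition across replicates of 60% or more, whatever share of single replicates reaches that level; inconclusive = some that reach 60%, reason not given; inactive = mean inhibition across replicates below 60%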; also: values of inactives mirror those of a sister screen read the other way
iPSC survival up – hiPSC single-cell survival enhancement; ATPlite luminescence; 100% = ROCK inhibitor wells, 0% = DMSO; survival enhancement, % at 20 µM; 360,000 tested, 0.044% active; AID 602274; in the data active = survival enhancement above about 18%;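 also: cells exposed to compounds for 16 hours before the ATP read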
NR2E3 ag-2 – agonists of human NR2E3 nuclear receptor. AID 602229. 360,000 tested, 0.35% active. CHO-S Gal4-NCOR/VP16-NR2E3 two-hybrid, luciferase. inhibition of corepressor binding, % at 3.98 µM;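 active = inhibition above the mean of all tested compounds plus 3 SD, cut at about 70% in these data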;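 also: 0% = DMSO with NR2E3 transfected cells and 100% = cells lacking NR2E3 construct; higher means lower luciferase signal from less NR2E3 corepressor binding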
KKLEB cytotox – reduces viability of KKLEB cystic fibrosis airway cells; activity change (cytotoxicity), % at 5 µM; 360,000 tested, 0.36% active; AID 602141; KKLEB CF airway cells viability, ATPlite luminescence, overnight; hits give low values; cells stimulated with P. aeruginosa culture filtrate;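 active = corrected activity change at or below -50% at 5 µM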
LMP1 NFkB inh – Epstein-Barr LMP1 NF-kappaB reporter inhibition; 350,000 tested, 0.69% active; LMP1-induced NF-kappaB luciferase reporter cells, luminescence; inhibition, % at 12.5 µM; AID 504558; in the data active = inhibition above about 41%; inconclusive = no clear call, values can overlap the other calls;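 also: 0% = neutral control wells and 100% = reference inhibitor control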
Peg3 prom inh – reduces Peg3 promoter-driven luciferase expression in HeLa. HeLa PEG-Prom luciferase reporter, luminescence, overnight. inhibition, % at 20 µM. 360,000 tested, 1.7% active. AID 588405;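 active = inhibition of at least 50% at 20 µM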
Active calls of the source: *; u = inconclusive; x = not tested or not shown.

1) CN(C)CCNC(=O)C(=O)Nc1cc2c3c(c1)CCN3C(=O)CC2
2) O=C(NCc1ccccc1F)C1CCCN1S(=O)(=O)c1ccc(Cl)cc1 (stereo unspecified)
3) O=C(COC(=O)c1ccc(Br)c(S(=O)(=O)N2CCOCC2)c1)NC1CC1
4) CC(=O)NC(c1cccc(F)c1)c1nc(-c2ccc(C)c(C)c2)cs1 (stereo unspecified)
5) CC(C)(C)NC(=O)C(=O)N/N=C/c1cccs1
6) COc1ccc(NC(=S)Nc2cccc(C)n2)cc1
7) Cc1ccc(C)c2[nH]c(=O)c(CCNC(=O)C(C)(C)C)cc12
8) COc1ccc2[nH]c(=O)c(CN(Cc3cccs3)S(=O)(=O)c3cccc4nsnc34)cc2c1
9) CCn1c(SCC(=O)NCc2cccs2)nnc1-c1ccncc1
10) CC(C)Cn1c(-c2ccccc2)nc2ccccc2c1=O

assay / compound	1	2	3	4	5	6	7	8	9	10
Shn3 inh set2	-20.7	7.4	-9.1	-2.2	-80.1	-13.9	20.2	55.6	7.0	6.4
NR2E3 ag-1	-3.4	-3.5	x	x	-0.5	3.3	5.5	2.5	2.0	0.2
HIF-2a block	4.6	12.5	19.8	-23.3	-147.2	-69.0	-2.7	-25.3	0.7	10.9
CF NFkB inh	-28.9	19.4	-4.4	-0.1	3.4	-42.1	5.3	97.9*	5.4	7.5
TRAIL sens C8	-19.1	0.1	3.2	22.6	11.9	15.3	-1.0	23.4	5.3	3.8
TRPM1 prom inh	-10.5	0.1	4.1	x	-52.4	-8.1	-9.9	10.9	-2.5	10.9
iPSC survival up	1.1	0.7	-1.0	2.1	-3.4	0.4	-1.5	-0.1	5.8	6.5
NR2E3 ag-2	-16.0	0.5	-27.2	-17.6	-55.3	-17.2	-40.5	-0.2	-12.9	-25.7
KKLEB cytotox	-13.5	-6.1	7.4	7.1	-6.9	5.7	-3.4	-52.9*	3.3	-2.6
LMP1 NFkB inh	-1.6	-3.1	-12.1	x	-5.4	-1.6	0.8	35.0	-4.0	1.5
Peg3 prom inh	5.1	14.9	-12.9	8.6	12.4	-48.9	-4.5	65.9*	6.3	13.0

11) CCN1CCN(C(=O)c2cc3ccc(OC)cc3[nH]2)CC1
12) Cc1ccc2c(c1)cc1c(=O)n(CC(=O)NCc3ccccn3)nc(C)n12
13) O=C(COc1ccccc1)NC1C(=O)N2C(C(=O)O)=C(Cl)CSC12 (stereo unspecified)
14) O=S1(=O)C=C(N2CCCCC2)c2ccccc21
15) Cc1ccc(NC(=O)Cn2cnc(C(=O)Nc3ccc(C)c(C)c3)n2)cc1C
16) COc1ccc(CNC(=O)[C@]2(C)CCC[C@@]3(C)C4CC[C@@]5(C)C[C@]4(CCC32)CC5=O)cc1 (stereo partly specified)
17) C[C@@H]1CN([C@@H](C)CO)C(=O)c2cc(NC(=O)C3CC3)ccc2O[C@H]1CN(C)C
18) C=CCn1c(CCNC(=O)c2cccs2)nnc1SCC(=O)c1ccc(Br)cc1
19) O=C(COc1cccc([N+](=O)[O-])c1)NN1C(=O)c2ccccc2C1=O
20) COc1ccc(Nc2ccc(Nc3ccc(OC)cc3)nn2)cc1

assay / compound	11	12	13	14	15	16	17	18	19	20
Shn3 inh set2	-10.9	-12.0	-4.3	20.8	9.6	13.7	0.2	2.2	9.6	-21.0
NR2E3 ag-1	3.8	2.2	-4.1	0.3	x	3.5	x	0.8	5.5	-4.4
HIF-2a block	-174.5	-2.9	13.0	-17.7	8.3	16.0	12.7	25.7	16.9	-13.0
CF NFkB inh	-7.2	7.3	8.4	1.6	19.9	14.9	7.9	-16.9	5.9	3.3
TRAIL sens C8	-1.1	7.5	-2.9	-12.3	-6.7	-1.0	0.3	-7.5	-0.5	-8.6
TRPM1 prom inh	-95.9	5.1	-10.3	10.5	-5.9	11.6	6.2	0.7	7.5	-15.7
iPSC survival up	-0.5	0.2	-0.6	1.8	-0.1	0.2	-2.4	1.0	-0.5	1.3
NR2E3 ag-2	-11.9	-10.7	-10.9	-63.9	-29.4	8.8	6.7	7.3	-17.1	-45.5
KKLEB cytotox	1.9	0.9	-0.7	-6.3	-19.8	-1.5	6.9	16.8	-0.4	7.5
LMP1 NFkB inh	-4.0	-7.4	-9.7	8.4	-18.8	5.0	-5.0	1.5	-3.7	-5.7
Peg3 prom inh	-137.2	-8.4	7.3	-50.0	21.2	29.4	-4.6	26.6	9.8	-11.0

From no. 12 up to 14, as listed above:
12) Cc1ccc2c(c1)cc1c(=O)n(CC(=O)NCc3ccccn3)nc(C)n12
13) O=C(COc1ccccc1)NC1C(=O)N2C(C(=O)O)=C(Cl)CSC12 (stereo unspecified)
14) O=S1(=O)C=C(N2CCCCC2)c2ccccc21

assay / compound	12	13	14
Shn3 inh set2	-12.0	-4.3	20.8
NR2E3 ag-1	2.2	-4.1	0.3
HIF-2a block	-2.9	13.0	-17.7
CF NFkB inh	7.3	8.4	1.6
TRAIL sens C8	7.5	-2.9	-12.3
TRPM1 prom inh	5.1	-10.3	10.5
iPSC survival up	0.2	-0.6	1.8
NR2E3 ag-2	-10.7	-10.9	-63.9
KKLEB cytotox	0.9	-0.7	-6.3
LMP1 NFkB inh	-7.4	-9.7	8.4
Peg3 prom inh	-8.4	7.3	-50.0

The results go on.
21) COc1ccc(C)cc1S(=O)(=O)NCC(c1ccc2c(c1)OCO2)N1CCN(C)CC1 (stereo unspecified)
22) CC1(C(=O)NS(=O)(=O)c2ccc(F)cc2F)CCN1C(=O)C1CCCCC1 (stereo unspecified)
23) O=C(O)CCC(=O)CCC(=O)c1ccccc1
24) CCN1C=CC(=C2C(=O)c3ccccc3C2=O)C=C1
25) c1ccc(-c2nc(-c3ccncc3)no2)cc1
26) Cc1cc(C(=O)N/N=C/c2ccccc2)c(C)o1
27) COc1ccc(NC(=O)COC(=O)CCc2ccc(S(=O)(=O)N3CCOCC3)cc2)cc1OC
28) O=C(NCCOc1ccccc1)C1Nc2ccc(OC(F)(F)F)cc2C2C=CCC12 (stereo unspecified)
29) Cc1ccc(-c2nnn(CC(=O)N(CC3CCCO3)C(C(=O)NC(C)(C)C)c3ccc(F)cc3)n2)o1 (stereo unspecified)
30) Cn1nccc1NC(=O)Nc1ccc(OC(F)(F)F)cc1

assay / compound	21	22	23	24	25	26	27	28	29	30
Shn3 inh set2	-3.4	-7.9	-8.1	u	-106.9	x	3.8	6.6	-15.3	-0.4
NR2E3 ag-1	3.3	x	3.7	1.4	-0.2	-1.8	x	2.8	-0.6	-5.2
HIF-2a block	10.3	6.2	4.5	87.2*	-227.4	-186.5	-20.5	-0.4	14.8	-19.0
CF NFkB inh	-7.1	-2.4	-6.1	-11.3	-4.8	-2.5	-12.9	-22.7	1.7	-2.4
TRAIL sens C8	-3.6	-5.4	-15.7	90.6*	-1.6	18.0	5.7	-0.7	-4.4	7.8
TRPM1 prom inh	-6.9	x	-2.4	99.6*	-64.1	-38.9	-0.8	6.7	0.6	-27.2
iPSC survival up	-0.5	-0.1	-0.8	-5.3	-2.9	-0.7	0.2	-1.4	8.5	1.7
NR2E3 ag-2	12.5	17.1	-22.9	17.6	-58.6	-93.3	-17.0	-7.5	-18.3	-20.0
KKLEB cytotox	-6.9	2.1	6.2	-45.6	1.7	-4.6	1.2	7.6	-1.3	-5.2
LMP1 NFkB inh	0.1	x	-16.1	90.2*	-19.6	-12.8	5.0	-2.3	-6.6	-2.1
Peg3 prom inh	-14.3	-3.6	9.4	97.3*	-254.7	-167.8	-2.7	16.0	16.5	-19.4

31) Cc1ccc(S(=O)(=O)N2[C@@H](c3ccc(F)cc3)C(C(=O)O)=CC[C@H]2c2cccc(Cl)c2)cc1
32) COCCn1ccc2c(OCC(=O)NCCc3ccc(OC)c(OC)c3)cccc2c1=O
33) Cc1cccc(C)c1-n1c(=O)n(Cc2ccccc2)c(=O)c2[nH]cnc21
34) CN(C(=O)CSc1nnc(-c2ccccc2)n1C)C1CCS(=O)(=O)C1 (stereo unspecified)
35) CCOc1ccc(N2CC(C(=O)Nc3ccc(S(=O)(=O)Nc4ncccn4)cc3)CC2=O)cc1 (stereo unspecified)
36) COc1ccc2c(-c3ccccc3)cc(SCC(N)=O)nc2c1
37) NC(=O)C(NC(=O)OCc1ccccc1)c1ccccc1 (stereo unspecified)
38) Cc1ccc(S(=O)(=O)N2CCN(S(=O)(=O)c3ccccc3)C2c2ccc(N(C)C)cc2)cc1 (stereo unspecified)
39) O=C(NCc1ccc(N2CCCC2=O)cc1)Nc1cccc2ccccc12
40) CCOC(=O)CSc1nnc2c3ccccc3n(C)c2n1
41) Cc1ccc(/C=C2/SC(=Nc3ccc(F)cc3)NC2=O)s1
42) Cc1ccc(S(=O)(=O)CCC(=O)OCC(=O)c2c(C)[nH]c3ccccc23)cc1

assay / compound	31	32	33	34	35	36	37	38	39	40	41	42
Shn3 inh set2	13.8	-2.6	9.0	-12.2	-8.1	15.6	-44.5	14.6	-4.6	12.1	8.9	-4.7
NR2E3 ag-1	-0.2	-2.7	-1.6	1.0	-3.2	6.9	5.3	0.2	3.2	0.7	-2.6	-2.4
HIF-2a block	11.7	3.8	9.8	16.7	0.1	13.5	-4.3	20.2	17.3	2.5	-4.9	x
CF NFkB inh	8.9	30.5	2.7	-10.6	-9.3	-2.5	-7.9	-9.0	8.7	9.1	25.0	x
TRAIL sens C8	-9.6	-2.5	-16.0	-9.2	-2.9	20.5	-20.2	-6.1	-11.5	-11.9	-0.4	x
TRPM1 prom inh	-5.9	-0.4	1.4	-11.9	5.4	13.8	1.6	5.2	4.6	2.0	-1.9	-3.9
iPSC survival up	-1.3	-0.4	-0.5	0.1	2.5	0.5	0.8	4.2	-1.0	0.3	0.3	x
NR2E3 ag-2	-9.3	8.8	-33.7	-14.5	-10.5	3.4	25.3	2.3	-15.6	13.0	3.4	1.1
KKLEB cytotox	-11.3	-21.6	-1.7	5.4	8.1	-11.9	5.3	2.4	-17.9	3.7	-14.9	x
LMP1 NFkB inh	0.5	-6.0	9.7	-3.7	1.1	2.2	2.9	5.2	11.2	8.1	-5.3	1.3
Peg3 prom inh	-1.5	-4.6	3.3	-2.4	9.8	23.1	-12.7	7.3	17.0	-7.1	-8.8	x

Single entries from above.
Reading of `CN(C(=O)CSc1nnc(-c2ccccc2)n1C)C1CCS(=O)(=O)C1` (stereo unspecified) in NR2E3 ag-1: 1.0
Reading of `COc1ccc2c(-c3ccccc3)cc(SCC(N)=O)nc2c1` in HIF-2a block: 13.5

Compound activity from PubChem.

Some of the compounds tested. The share of hits here may be higher or lower than overall.
